Assay outcomes (PubChem)
PAFAH1B2 inh = inhibitors of human PAFAH1B2. P68402. recombinant PAFAH1B2, FP-rhodamine activity probe, fluorescence polarization. inhibition, % at 3.39 µM. hit rate 1.2% among 340,000;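 active means inhibition above the mean of all tested compounds plus 3 SD, cut at about 24% in these data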;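 further: 0% = enzyme with DMSO and 100% = wells lacking PAFAH1B2; many of its hits are not listed in these tables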
PAD4 FP inh = inhibitors of human PAD4 | Q9UM07 | recombinant PAD4, RCA probe fluorescence polarization | inhibition, % at 6.36 µM | hit rate 0.41% among 330,000;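 active means percent inhibition above a cutoff equal to the mean of all tested compounds plus 3 SD, cut at about 15% in these data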;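 further: 0% = PAD4 with RCA probe and DMSO and 100% = probe without PAD4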
LYPLA1 inh = counter-screen for PME1 inhibitors: inhibitors of human LYPLA1; recombinant LYPLA1, FP-Rh probe fluorescence polarization; inhibition, % at 5.9 µM; hit rate 0.16% among 320,000; AID 2174; O75608;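 active means inhibition above the mean of all tested compounds plus 3 SD, set per campaign, cut at about 14% in these data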;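 further: inhibitors block serine hydrolase probe labeling of LYPLA1 so polarization falls; 0% = enzyme with DMSO and 100% = wells lacking LYPLA1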
PAFAH2 inh = inhibitors of human PAFAH2. hit rate 0.99% among 340,000. AID 492956. inhibition, % at 3.39 µM. Q99487. recombinant PAFAH2, FP-rhodamine activity probe, fluorescence polarization;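 active means inhibition above the mean over all tested compounds plus 3 SD, cut at about 30% in these data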;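 further: inhibitors block probe labeling of enzyme so polarization drops; 0% = enzyme with DMSO and 100% = wells lacking PAFAH2 protein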
GSTO1 inh = counter-screen for RBBP9 inhibitors: inhibitors of human GSTO1; inhibition, % at 5.96 µM; AID 1974; recombinant GSTO1, activity-based probe fluorescence polarization; hit rate 1.1% among 300,000; P78417;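 active means inhibition above the campaign mean inhibition plus 3 SD, cut at about 35% in these data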;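 further: 0% = GSTO1-1 with DMSO and 100% = wells lacking GSTO1-1 enzyme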
LYPLA2 counter = blocks human lysophospholipase 2, a PME1 counter-screen. AID 2177. hit rate 0.38% among 320,000. recombinant LYPLA2, FP-Rh probe fluorescence polarization. inhibition, % at 5.9 µM;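 active means inhibition above the screen-wide mean plus 3 SD, limit set per campaign, cut at about 26% in these data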;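 further: 0% = LYPLA2 with DMSO and 100% = wells lacking LYPLA2 enzyme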
PAFAH1B3 FP inh = blocks human PAF acetylhydrolase 1B catalytic subunit 3; recombinant PAFAH1B3, FP-rhodamine probe, fluorescence polarization; hit rate 0.28% among 340,000; AID 492972; inhibition, % at 3.39 µM;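 active means inhibition above the screen-wide average of all tested compounds plus 3 SD, cut at about 25% in these data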;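 further: 0% = enzyme with DMSO only and 100% = wells lacking PAFAH1B3 protein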
Target sequence (Q15102 whole entry, looked up): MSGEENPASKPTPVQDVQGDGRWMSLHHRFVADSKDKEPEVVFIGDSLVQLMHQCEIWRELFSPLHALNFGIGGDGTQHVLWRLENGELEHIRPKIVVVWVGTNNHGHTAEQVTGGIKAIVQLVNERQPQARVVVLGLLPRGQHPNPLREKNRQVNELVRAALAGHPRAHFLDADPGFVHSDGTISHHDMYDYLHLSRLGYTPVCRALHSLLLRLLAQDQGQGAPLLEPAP
pPAFAH FP inh = pPAFAH (human) enzyme inhibition. AID 463082. Q13093. inhibition, % at 3.39 µM. recombinant pPAFAH, FP-rhodamine probe fluorescence polarization. hit rate 1.5% among 330,000;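 active means inhibition above the mean inhibition across the screen plus 3 SD, cut at about 25% in these data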;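 further: inhibitors block binding of the rhodamine activity-based probe so polarization drops; 0% = enzyme with DMSO and 100% = wells lacking pPAFAH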
Target sequence (Q13093 whole entry, looked up): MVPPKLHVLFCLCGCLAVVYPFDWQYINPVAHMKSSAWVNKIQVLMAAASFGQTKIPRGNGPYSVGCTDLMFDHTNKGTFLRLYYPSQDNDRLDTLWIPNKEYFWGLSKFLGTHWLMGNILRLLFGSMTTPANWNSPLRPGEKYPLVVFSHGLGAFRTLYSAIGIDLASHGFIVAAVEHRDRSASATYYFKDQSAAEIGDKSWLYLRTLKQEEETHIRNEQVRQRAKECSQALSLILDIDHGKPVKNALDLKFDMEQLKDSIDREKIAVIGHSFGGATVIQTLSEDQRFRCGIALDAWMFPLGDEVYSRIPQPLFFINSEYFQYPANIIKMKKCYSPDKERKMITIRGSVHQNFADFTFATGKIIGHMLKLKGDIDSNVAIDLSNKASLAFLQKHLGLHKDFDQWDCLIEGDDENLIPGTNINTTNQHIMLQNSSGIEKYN
PME-1 inh = blocks human protein phosphatase methylesterase 1 | inhibition, % at 5.9 µM | hit rate 0.53% among 320,000 | AID 2130 | recombinant PME-1, FP-Rh probe fluorescence polarization | Q9Y570;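 active means inhibition above the campaign mean of all compounds plus 3 SD, cut at about 26% in these data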;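 further: competitive labeling of PME-1 active site by serine hydrolase directed probe; 0% = PME-1 with DMSO and 100% = wells lacking PME-1 enzyme; inhibitors block probe labeling so polarization falls and inhibition rises; many of its hits are not listed in these tables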
Target sequence (Q9Y570 whole entry, looked up): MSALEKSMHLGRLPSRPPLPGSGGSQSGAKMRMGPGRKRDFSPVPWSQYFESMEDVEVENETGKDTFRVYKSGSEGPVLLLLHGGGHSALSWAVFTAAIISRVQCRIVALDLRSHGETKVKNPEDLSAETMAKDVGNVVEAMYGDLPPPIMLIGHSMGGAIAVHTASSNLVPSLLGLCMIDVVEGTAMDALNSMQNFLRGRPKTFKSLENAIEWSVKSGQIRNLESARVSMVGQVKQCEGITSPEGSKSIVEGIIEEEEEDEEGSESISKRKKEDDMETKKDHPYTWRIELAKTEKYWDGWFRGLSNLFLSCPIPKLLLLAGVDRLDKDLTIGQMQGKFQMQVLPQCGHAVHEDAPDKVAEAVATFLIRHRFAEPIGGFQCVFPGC
Starred values were filed as active, the others as inactive; / = no result given. A portion of the library; count on the stated rates, not on these rows.

SMILES	PAFAH1B2 inh	PAD4 FP inh	LYPLA1 inh	PAFAH2 inh	GSTO1 inh	LYPLA2 counter	PAFAH1B3 FP inh	pPAFAH FP inh	PME-1 inh
c1ccc2c(CCN3CCNC[C@H]3Cc3cccc4ccccc34)cccc2c1	3	-10	/	2	/	/	4	8	/
Oc1ccccc1CNc1cnc2ccccc2c1	0	-3	-1	8	8	-2	-4	7	1
COCc1cccc(N2C(=O)CC(C3C=C(C)C4C(=O)N(c5cccc(COC)c5)C(=O)C4C3)C2=O)c1 (stereo not given)	3	-6	3	3	0	12	6	4	-2
CCS(=O)(=O)c1ccc2c(c1)N(S(=O)(=O)c1ccccc1)CC(C(=O)O)O2 (stereo not given)	0	5	-1	7	1	4	7	3	1
CC1=C(C(=O)OC2CCCCC2)C(c2cccc([N+](=O)[O-])c2)NC(=O)N1 (stereo not given)	11	-2	-1	0	-103	2	12	3	3
Cc1cc(C(F)(F)F)c2c(C)nn(-c3ccccc3)c2n1	4	3	-1	4	7	5	8	0	2
CC(C)Oc1ccc(CNC(=O)Cn2c(=O)c3cccn3c3cccnc32)cc1	1	0	3	6	-2	7	5	6	1
CCOc1ccccc1N1CCN(Cc2cn[nH]c2-c2ccc(F)cc2)CC1	3	0	1	-3	-3	5	7	-1	1
Cc1noc(C)c1COC(=O)c1cccnc1SCC(=O)Nc1ccc2c(c1)OCO2	3	-6	-2	2	0	-5	4	0	-2
COc1ccc(C2(C(=O)NCc3ccccc3Cl)CCOCC2)cc1OC	-1	-3	-1	-7	3	-1	4	1	1
CCc1nc2cccnc2n1-c1ccc(CC(=O)NCCOC)cc1	1	-3	3	6	-1	-6	4	1	-3
Cc1nn2c(N3CCCC3)cc(C(C)C)nc2c1-c1ccccc1	-2	0	3	-1	1	10	0	2	5
COc1ccc(NC(=O)Nc2ccccc2)cc1S(=O)(=O)N1CCCCC1	-2	-3	-3	-2	-4	-5	3	5	3
CCc1noc(C)c1C(=O)Nc1cc(Cl)ccc1N1CCCC1	-2	-2	1	0	13	8	4	13	-2
O=C1N/C(=C/c2ccc(N3CCOCC3)o2)C(=O)N1c1cccc(Cl)c1	0	-5	0	4	0	-2	8	-1	0
O=C(CCN1C(=O)/C(=C\c2cccc(Br)c2)SC1=S)N1CCOCC1	4	-6	0	-2	-7	9	7	2	1
CCOC(=O)C1=C(CN2CCCCC2)NC(=O)NC1c1cc(C)ccc1C (stereo not given)	0	-3	-2	-1	16	-4	-6	4	11
CCOCCCN(C(=O)c1snc(C(N)=O)c1N)C(C(=O)NC1CCCC1)c1ccc(OC)cc1 (stereo not given)	-2	-4	-2	-12	-2	6	10	2	3
CC(C)C[C@H](N)c1cn([C@@H](CCCCN)C(=O)N2CCNCC2)nn1	3	0	-3	5	1	0	-6	0	-1
CN1CCN(c2cc(N3CCc4ccccc4C3)c(F)cc2[N+](=O)[O-])CC1	-2	6	-1	-1	8	-2	7	7	4
Cc1ccc(-c2cc(C(F)(F)F)c(C#N)c(SCC(=O)O)n2)cc1	1	1	-2	-3	-8	0	3	9	2
COc1ccc(NC(=O)CSCC(=O)Nc2ccc(C)c(S(=O)(=O)N3CCCCCC3)c2)cc1	3	-3	-3	-5	-2	1	-2	2	-6
Cc1ccc(S(=O)(=O)N(C)C)cc1NC(=O)COC(=O)CSc1ccccc1	18	-1	-2	15	5	-2	6	28*	0
CCOC(=O)c1c(C)[nH]c(C)c1C(=O)Cn1nnc(-c2ccccc2C)n1	1	1	-2	3	-2	-6	5	7	2
Cc1nc2ccccc2c(=O)n1-c1ccc(NS(=O)(=O)c2ccccc2)cc1	-3	-17	-7	6	5	-8	6	6	-7
Later entries:
SMILES	PAFAH1B2 inh	PAD4 FP inh	LYPLA1 inh	PAFAH2 inh	GSTO1 inh	LYPLA2 counter	PAFAH1B3 FP inh	pPAFAH FP inh	PME-1 inh
CC(=O)c1cccc(N(C(=O)c2ccco2)C(C(=O)NC2CCCC2)c2cccs2)c1 (stereo not given)	5	-3	-3	-10	-1	2	-1	3	0
COc1cc(/C=N/NS(=O)(=O)c2ccccc2)ccc1OS(=O)(=O)c1ccc(C)cc1	9	-5	1	-4	2	-4	-3	3	3
COc1cc(-c2nc3cnccn3c2Nc2ccccc2)ccc1O	8	5	1	-1	8	2	7	8	2
CC(Oc1ccc(Cl)cc1Cl)C(=O)NNC(=O)[C@@H]1CCCC[C@@H]1C(=O)O (stereo not given in full)	3	2	1	-1	0	4	0	2	6
Cc1cc(OC(=O)c2cc(F)c(F)cc2Cl)nc(C)n1	3	-6	2	1	-3	2	9	2	-4
C#CCSc1[nH]c(=O)cc(C)c1C#N	/	-2	-2	/	-7	0	/	0	-1
COc1cc(NC(=O)CCc2c(C)nn(-c3ccc(N4CCOCC4)nn3)c2C)cc(OC)c1OC	1	-3	0	-11	5	8	0	-2	-4
COc1ccc(N2CC(O)=C(c3nc(-c4ccc(Cl)cc4)cs3)C2=N)cc1	4	-2	-1	8	5	1	6	5	8
N#Cc1ccncc1Sc1ccc(Cl)cc1	6	0	-1	4	3	0	10	5	2
CC1CCCC(NC(=O)COC(=O)/C=C/c2ccc(F)cc2)C1C (stereo not given)	0	-3	/	65*	/	/	5	8	/
O=C(Cc1c(F)cccc1Cl)Nc1cc(S(=O)(=O)N2CCOCC2)ccc1N1CCCC1	5	1	/	-7	/	/	4	-4	/
COc1ccc(CCN(C)C2CCCN(C(=O)Cn3cccn3)C2)cc1OC (stereo not given)	4	-4	1	0	0	-7	8	-1	-3
Cc1cccc(C(=O)Nc2ccccc2N2CCN(c3ccc(F)cc3)CC2)c1	-2	-5	-2	-1	-3	-1	-1	-2	-2
COCCn1cc(C(=O)NCc2cccs2)c2c3ccccc3n(C)c2c1=O	0	-1	0	-4	1	4	-3	9	5
Cc1cccc(C(=O)NNC(=O)Nc2ccccc2)c1	2	-6	-2	0	6	-1	-2	0	0
C/C(=N\NC(=O)c1ccc(OC2OCCOC2Oc2ccc(C(=O)N/N=C(\C)c3ccncc3)cc2)cc1)c1ccncc1 (stereo not given)	-8	-5	-2	-5	16	-5	-6	-3	2
Cc1cc2c(NC(=O)Nc3ccc(F)cc3)cccc2nn1	1	-8	-9	0	-1	44*	4	5	1
N/C(=N\OC(=O)c1ccc(Br)o1)c1ccccn1	2	-1	1	3	10	-1	6	8	3
COCC(C)NS(=O)(=O)c1ccc(C(=O)NCCCn2ccc3ccccc32)cc1 (stereo not given)	5	-1	1	2	-1	4	0	8	5
Cc1cc(OCCCCCNCCO)cc(C)c1Cl	2	-2	0	-3	2	4	11	7	2
CCOC(=O)C1(CCCc2ccccc2)CCN(C(=O)[C@@H]2C[C@@H](C)NC(=S)N2)CC1	0	3	-2	-1	-5	1	3	0	4
Cn1c(SCC(=O)c2ccc(F)cc2)nnc1-c1ccccc1N	6	2	0	-3	5	2	1	4	-2
CCOC(=O)c1c(C)[nH]c(C(=O)COC(=O)c2cc(C)oc2C)c1C	-3	0	1	-1	/	0	0	0	-6
COc1ccccc1CN1CCN(C(=O)c2ccncc2)CC1	-1	-4	-2	1	0	-10	4	-4	-1
COc1ccc(/C=C(/NC(=O)c2ccccc2)C(=O)N/N=C/c2sccc2C)cc1	-2	0	-7	-6	3	-7	11	1	-2

Shown with values under each structure: two of the compounds above
Each structure is followed by: PAFAH1B2 inh	PAD4 FP inh	LYPLA1 inh	PAFAH2 inh	GSTO1 inh	LYPLA2 counter	PAFAH1B3 FP inh	pPAFAH FP inh	PME-1 inh
CC(Oc1ccc(Cl)cc1Cl)C(=O)NNC(=O)[C@@H]1CCCC[C@@H]1C(=O)O (stereo not given in full)
 : 3	2	1	-1	0	4	0	2	6
Cc1cc(OC(=O)c2cc(F)c(F)cc2Cl)nc(C)n1
 : 3	-6	2	1	-3	2	9	2	-4

Further structures.
SMILES	PAFAH1B2 inh	PAD4 FP inh	LYPLA1 inh	PAFAH2 inh	GSTO1 inh	LYPLA2 counter	PAFAH1B3 FP inh	pPAFAH FP inh	PME-1 inh
O=C(N/N=C/c1cccc([N+](=O)[O-])c1)C1CC(=O)N(c2ccc(F)cc2)C1 (stereo not given)	3	-4	1	3	6	9	-2	9	-4
CC1=C(C(=O)N(C)CCC#N)C2(CCCCC2)OC1=O	-2	7	1	-2	5	-1	4	-1	-3
O=C(Nc1cccc(C(=O)O)c1)Nc1cccc2ccccc12	0	-6	4	7	-1	16	4	-1	5
Cc1ccc(C)c(S(=O)(=O)N/N=C/c2ccc(C(=O)O)cc2)c1	-2	-5	2	3	-5	2	-2	3	-1
Oc1ccc(Nc2nc(-c3ccc(O)cc3)cs2)cc1	0	-2	-4	-2	7	-2	9	3	5
O=C(Nc1ccc(Cl)cc1)c1cccnc1N1CCCCC1	0	1	0	5	1	3	3	5	7
CCCCCCC(=O)N/N=C(\C)Cc1ccccc1	1	1	-5	1	20	2	11	7	3
Cc1ccc(-n2nnnc2SCC(=O)Nc2ccccc2-c2ccccc2)cc1C	2	-5	-9	-10	0	-6	-10	-1	-5
Cc1ccc(NC(=O)N2CCCCCC2)cc1C	-7	-2	2	0	-4	-5	6	-2	5
CS(=O)(=O)c1ccc(C(=O)OCC(=O)N2CCCc3ccccc32)cc1	-2	-2	0	1	10	4	3	2	2
CN(C)C(=O)[C@H]1C[C@H]1[C@@H](O)[C@H](CO)NC(=O)[C@H](COCc1ccccc1)NC(=O)OC(C)(C)C	1	3	0	7	6	5	8	1	5
Cc1ccc(C(=O)CSc2nnc3n2CCCCC3)s1	-1	1	1	-1	/	0	-2	0	6
CS(=O)(=O)Nc1cccc(C2=NN(C(=O)c3ccccc3Cl)C(c3ccccc3O)C2)c1 (stereo not given)	5	0	-5	-8	-7	-3	3	-12	-13
O=c1cc(-c2ccc([N+](=O)[O-])cc2)c2ccc(O)cc2o1	4	-3	-1	-3	4	1	2	-1	3
O=C(Nc1cccc(O)c1)c1ccc(NC(=O)C2CCCO2)cc1 (stereo not given)	8	-1	3	2	7	0	3	1	-4
CC(Oc1ccc(Br)cc1)C(=O)Nc1cc(S(=O)(=O)N2CCOCC2)ccc1N1CCCC1 (stereo not given)	3	-2	1	3	4	2	12	6	7
COc1ccccc1NC(=O)Cc1noc(CSc2cc(C)c3ccccc3n2)n1	-2	5	-2	-14	-3	0	2	1	-4
CNCCCCOc1ccccc1-c1ccccc1	-2	-1	-1	0	-3	-2	-5	1	-2
Cc1ccc(NS(=O)(=O)c2ccc(NC(=O)c3ccc(Br)o3)cc2)c(C)c1	-17	-8	-55	-38	-34	-90	-19	15	-73
O=C(O)CSc1ncnc2scc(-c3ccc(Br)cc3)c12	1	-4	-1	-5	4	3	6	12	4
COC(=O)c1ccc(C(=S)N2CCOCC2)cc1	2	-1	1	5	6	3	10	-2	-13
O=[N+]([O-])c1ccc(N2CCN(Cc3ccc4c(c3)OCO4)CC2)nc1	-5	0	-2	9	5	4	2	-6	-14
CC1(C)CC(NC(=S)NCc2ccco2)CC(C)(C)N1	-6	1	3	1	3	8	4	3	-2
CCC(C)C(Nc1ncnc2scc(-c3ccccc3)c12)C(=O)O (stereo not given)	3	2	0	-8	1	4	12	5	1
CCNC(=S)NNC(=O)c1cc(-c2cccc(OC)c2)nc2ccccc12	17	-3	0	-5	-15	0	-5	19	7
Cc1ccccc1Nc1nc(N)nc(CN2C(=O)NC3(CCCCC3C)C2=O)n1 (stereo not given)	0	-7	-2	-6	-2	4	-6	-1	2
CCCCc1nc2cc(C(=O)NCCc3cnn(C)c3)ccc2o1	-4	-5	0	-1	-1	4	12	6	0
Cc1ccc(S(=O)(=O)Nc2ccc3c(c2)OCCO3)cc1	4	2	2	2	12	6	2	4	-20
